Screening data as filed in PubChem BioAssay.
PvdQ inh = blocks Pseudomonas aeruginosa PvdQ acylase activity; purified PvdQ acylase, fluorescence plate reader; inhibition, % at 10 µM; 0.063% of 340,000 active; AID 488965; in the data active = inhibition above about 30%, passing the limit was not always enough; inconclusive = no clear call, values can overlap the other calls;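 also: 0% = vehicle neutral wells and 100% = reference inhibitor wells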
dFosB act = enhances mouse delta FosB homodimer DNA binding; activation, % at 25 µM; AID 493131; 0.99% of 340,000 active; purified delta FosB, TAMRA-CDK5 oligo fluorescence polarization; percent of positive-control signal above neutral wells;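 active = mean activation above about 17%, with every replicate also reaching it, limit read from the data, passing the limit was not always enough; inconclusive = only one of the two conditions met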;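 also: fluorescence polarization rise as delta FosB binds a TAMRA Cdk5 AP-1 oligo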
Target sequence (P13346 whole entry, looked up): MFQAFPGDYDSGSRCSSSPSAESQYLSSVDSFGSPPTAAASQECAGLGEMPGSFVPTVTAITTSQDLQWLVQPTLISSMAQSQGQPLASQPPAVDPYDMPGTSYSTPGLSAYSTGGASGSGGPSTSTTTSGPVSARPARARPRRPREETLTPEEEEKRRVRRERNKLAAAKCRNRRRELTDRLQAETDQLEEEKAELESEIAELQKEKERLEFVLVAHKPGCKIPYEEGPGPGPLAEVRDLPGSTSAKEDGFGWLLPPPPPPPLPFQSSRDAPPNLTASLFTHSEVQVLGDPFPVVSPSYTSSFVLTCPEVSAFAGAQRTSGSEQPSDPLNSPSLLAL
CDK5 p35 inh = blocks human CDK5/p35 kinase activity. Recombinant CDK5/p35, ADP-Glo luminescence, 60 min. inhibition, % at 10 µM. 0.01% of 330,000 active;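 active = highest replicate inhibition of at least 50% and at least 75% of replicates reaching 50%; inconclusive = only one of the two criteria met; inactive = both criteria failed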;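 also: plate controls were DMSO neutral control for no effect and GW8510 at 10 µM for full effect; many of its hits are not listed in these tables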
Target sequence (Q00535 whole entry, looked up): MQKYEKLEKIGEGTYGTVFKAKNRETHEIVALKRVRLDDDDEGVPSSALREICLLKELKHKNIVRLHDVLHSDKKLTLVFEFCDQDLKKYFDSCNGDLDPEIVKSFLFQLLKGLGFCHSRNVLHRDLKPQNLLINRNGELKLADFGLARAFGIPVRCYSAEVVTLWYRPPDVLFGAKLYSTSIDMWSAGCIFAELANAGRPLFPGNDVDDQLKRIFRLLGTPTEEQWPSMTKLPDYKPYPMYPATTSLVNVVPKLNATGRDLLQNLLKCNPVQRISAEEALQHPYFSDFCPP
Target sequence (Q15078 whole entry, looked up): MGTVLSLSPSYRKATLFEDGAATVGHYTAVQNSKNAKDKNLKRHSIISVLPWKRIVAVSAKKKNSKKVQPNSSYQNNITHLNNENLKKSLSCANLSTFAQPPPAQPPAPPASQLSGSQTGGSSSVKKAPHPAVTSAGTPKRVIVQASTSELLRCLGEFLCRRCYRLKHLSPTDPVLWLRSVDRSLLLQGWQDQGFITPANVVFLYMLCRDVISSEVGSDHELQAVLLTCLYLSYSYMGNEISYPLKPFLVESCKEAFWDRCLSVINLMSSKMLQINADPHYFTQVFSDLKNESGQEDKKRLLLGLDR
SR-BI DiI-HDL act = activators of SR-BI mediated HDL lipid uptake | CHO ldlA[mSR-BI] cells, DiI-HDL uptake fluorescence, 3 h; 100 = double the neutral-control signal | activation, % at 12.5 µM | 0.096% of 320,000 active | AID 504775;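 active = mean replicate activation of at least 60% and every replicate at or above 60%; inconclusive = mean or all-replicate condition met, but not both; inactive = mean below 60% and not all replicates reaching 60%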;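 also: 0% = median plate neutral-control signal and 100% = twice that signal; values of inactives mirror those of a sister screen read the other way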
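System: LDL receptor-deficient CHO ldlA cells overexpressing murine SR-BI | Timing: 3 h uptake period with compound, 37 °C | Medium: HEPES-buffered (25 mM, pH 7.4) F12 plus 0.5% BSA | Dosing: Single-point compound dose | Signal: Bottom-read fluorescence, 550/595 nm | Read-out: Retained DiI signal reflecting DiI-HDL uptake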
cardiac RTF act = cardiac RTF calcium sensitization | P19429+P45379 | IANBD-labeled TnC RTF fluorescence at EC20 calcium; 0% EC20 calcium, 100% full calcium | activation, % at 7.2 µM | 0.24% of 340,000 active | AID 493008;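 active = activation above the mean over all tested compounds plus 3 SD, cut at about 30% in these data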;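 also: rise in fluorescence read as greater calcium sensitivity of cardiac thin filaments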
MITF TRPM1 HTS = increases MITF-driven TRPM1 promoter luciferase signal; activation, % at 12.5 µM; AID 588334; SK-MEL-5 TRPM1-promoter luciferase, 24 h; % of positive control, neutral wells = 0; 0.75% of 300,000 active;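 active = mean activation of at least 80% with every replicate also reaching 80%; inconclusive = mean reaches 80% but some replicate falls short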;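 also: 0% = neutral control wells and 100% = parthenolide positive control wells; values of inactives mirror those of a sister screen read the other way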
SR-BI DiI inh = blocks mouse SR-BI lipid uptake from DiI-HDL. ldlA[mSR-BI] CHO cells, DiI-HDL uptake fluorescence, 3 h. inhibition, % at 12.5 µM. 0.96% of 320,000 active;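 active = mean replicate inhibition of at least 70% and a set share of replicates each scoring 70 or more; inconclusive = meets just one of the two criteria; inactive = fails both criteria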;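 also: 0% = median of neutral control wells and 100% = median of positive control wells; values of inactives mirror those of a sister screen read the other way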
HTR5A ag ctr = counter-screen for OPRM1-OPRD1 agonists: human HTR5A agonism; activation, % at 9.3 µM; 0.61% of 340,000 active; HTR5A agonist assay, luminescence, cell-based; P47898; AID 504692; in the data active = activation mostly above about 9.5%, no sharp cut-off; inactive = mostly below about 7.6%;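 also: 0% = cells with vehicle only and 100% = reference agonist; strong numbers were not always called active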
Wnt act = Wnt/beta-catenin pathway activation; Wnt/beta-catenin reporter cell assay, activator, plate reader; activation, % at 9.35 µM; 1.2% of 300,000 active; AID 743398; in the data active = activation above about 30%, passing the limit was not always enough; inconclusive = no clear call, values can overlap the other calls;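 also: 0% = neutral control wells and 100% = positive control wells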
Rtt109 Vps75 = C. albicans Rtt109 histone acetyltransferase inhibition; inhibition, % at 34.9 µM; purified Rtt109/Vps75, ThioGlo CoA-SH fluorescence, 4 h; Q5AAJ8; 0.16% of 330,000 active;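 active = inhibition of at least 50% in every replicate; inconclusive = best replicate reaches 50% inhibition but some replicates fall short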
* = called active by the depositor; u = inconclusive; x = not tested or not shown.

mol	PvdQ inh	dFosB act	CDK5 p35 inh	SR-BI DiI-HDL act	cardiac RTF act	MITF TRPM1 HTS	SR-BI DiI inh	HTR5A ag ctr	Wnt act	Rtt109 Vps75
CCN1CCn2c3c(c4cc(Br)ccc42)CCCC31 (stereo not given)	1	2	-0.5	-52	-1	2	52	-4	x	5
COc1ccc(/C=N/NC(=O)CC(=O)NC2CCCCC2)cc1	-1	6	1.8	14	-1	-4	-14	2	-1	2
Cc1cc(C)cc(NCc2cc3c(cc2[N+](=O)[O-])OCO3)c1	1	3	1.1	-2	2	-13	2	3	x	-10
Cc1ccc(Nc2nc(C)c(CCC(C)C)c(=O)[nH]2)cc1	-3	4	0.6	2	-5	41	-2	1	x	-10
Cc1ccc(C2CC(c3ccccc3)=NN2C(=O)CSc2nnc(-c3ccncc3)n2C)o1 (stereo not given)	-3	8	1.4	10	-3	9	-10	3	-1	-3
Cc1cc(C(=O)N/N=C/c2cccs2)no1	-12	-13	-0.6	21	2	-3	-21	3	1	-3
COc1ccc(C2CC(c3ccccc3)=NN2C(=O)COC(=O)c2cc(S(=O)(=O)N3CCOCC3)ccc2F)cc1 (stereo not given)	-7	7	-2.0	-33	3	1	33	-3	-1	-3
Cc1cccn2c(=O)c(/C=C(\C#N)C(=O)NCc3ccccc3)c(N3CCC(C(N)=O)CC3)nc12	-2	5	1.6	9	-5	11	-9	0	2	-4
CS(=O)(=O)c1ccc2nc(NC3(C(F)(F)F)N=C4SCCN4C3=O)sc2c1 (stereo not given)	5	-3	-0.9	-4	2	11	4	-3	3	-2
COc1ccc(/C=N/NC(=O)c2cccc([N+](=O)[O-])c2)cc1O	0	-7	-1.6	10	17	0	-10	2	19	x
Cc1cc(NC(=O)CCCC(=O)NCc2cccs2)no1	-4	6	-2.5	16	-3	2	-16	-6	-4	2
Cn1c(N)c(C(=O)COC(=O)CSc2ccccc2)c(=O)n(C)c1=O	15	-1	1.4	12	-1	-5	-12	-8	11	3
Cc1ccc(C(=O)CSc2nnc(-c3ccncc3)n2C)cc1	-10	4	0.6	-4	0	-9	4	-2	-1	-7
Cc1ccc(CNS(=O)(=O)c2cc3c(cc2C)NC(=O)CO3)cc1	-8	-7	-0.2	11	-2	x	-11	8	24	-1
CSc1ccccc1NC(=O)COC(=O)CCc1ccccc1	-8	-1	0.0	x	-7	-9	x	-4	11	-21
COc1ccc(-c2cc(CNS(=O)(=O)c3ccc(F)cc3)on2)cc1	5	-4	3.8	-24	2	0	24	-9	3	0
COc1ccc(CN(C(=S)Nc2ccccc2)C2CC(=O)N(c3ccc(F)cc3)C2=O)cc1 (stereo not given)	-9	-5	1.6	9	-2	-9	-9	-2	x	-3
Cc1cccc2sc(NNC(=O)c3ccc(S(=O)(=O)N4CCc5ccccc5C4)cc3)nc12	0	-4	0.8	-125	2	-51	125*	-1	-5	-2
Cc1cc(C)nc(NS(=O)(=O)c2ccc(NC(=O)C3CC(=O)N(c4ccccc4)C3)cc2)n1 (stereo not given)	-12	-3	-0.6	-3	6	32	3	3	2	5
CC(C)(C)c1nc(CN2CCOCC2)ccc1O	-1	2	-1.2	4	-1	-1	-4	0	x	-3
CC(NC(=O)NCC1CCCO1)(C(F)(F)F)C(F)(F)F (stereo not given)	3	-1	0.6	25	-5	3	-25	0	x	-5
Cc1cccc(C(=O)N2CCN(S(=O)(=O)N3CCCCCC3)CC2)c1	10	-7	0.9	1	-2	-9	-1	-2	-2	13
CN(CCC#N)C(=O)c1cc2c(Cl)nc3ccccc3c2s1	-22	-10	-0.6	-11	4	11	11	7	12	13
CN1CCN(S(=O)(=O)c2ccc(SCCOc3ccc(Cl)cc3)nc2)CC1	-12	-1	0.0	24	3	-3	-24	5	-2	-4
Cc1ccc(S(=O)(=O)N2[C@@H](c3ccc(Cl)c(Cl)c3)C(C(=O)O)=C[C@H]2CC2CCCC2)cc1	-8	-9	0.1	2	-2	-4	-2	1	-2	-1
CCN1CCCC1Cn1cnc2c([nH]c3ccc(OC)cc32)c1=O (stereo not given)	-9	3	-2.1	x	0	15	x	-3	2	-1
Nc1c(C(=O)N2CCCCC2)sc2nc3c(cc12)CCCC3	-15	-10	-1.3	x	-5	80	x	4	-2	-4
CC(C)CC(=O)NC(Nc1ccc([N+](=O)[O-])cc1)C(Cl)(Cl)Cl (stereo not given)	-10	2	1.9	1	3	-4	-1	1	-16	2
O=C(Nc1ccon1)c1cccc(S(=O)(=O)N2CCCCCC2)c1	-18	-6	-1.8	3	-2	x	-3	3	x	-18
Nc1nc(NS(=O)(=O)c2ccc(Cl)cc2)nn1-c1ccccc1	0	0	-0.9	6	7	4	-6	0	1	-4
O=C(c1ccc(OC2CCN(Cc3ccccn3)CC2)cc1)N1CCCCO1	-12	-3	0.5	6	-2	2	-6	3	0	-2
O=C1c2ccccc2C(=O)N1CCSc1ncn[nH]1	-1	2	0.4	23	4	1	-23	5	0	-11
COc1cc(C(=O)OCC(=O)NCc2ccc(F)cc2)ccc1OCC(C)C	-11	-5	3.8	13	3	-17	-13	-3	2	-7
Cc1cccc(-n2ccnc2CN2CCN(C(C)C)C(CCO)C2)c1 (stereo not given)	-19	-4	-1.7	x	5	-7	x	2	0	-8
COCCNc1ccc(-c2nn(C)c(=O)c3ccccc23)cc1[N+](=O)[O-]	10	-12	0.1	-16	-2	x	16	-4	0	x
COc1ccc(C(=O)COC(=O)c2c(-c3ccccc3)noc2C)c(OC)c1	-8	-5	1.4	-27	1	0	27	6	-9	-5
O=C(C1=C(O)C(=O)N(c2ncccn2)C1c1cccc(Cl)c1)c1ccco1 (stereo not given)	-17	2	-1.5	1	-2	-7	-1	-1	x	7
Cc1cc(-c2ccccc2)cc(-c2ccccc2)[n+]1C	-16	-4	2.3	23	0	-1	-23	0	0	-6
COc1ccc(-c2cc(=O)[nH][nH]2)cc1	-15	-10	1.9	3	4	-3	-3	2	x	24
COc1ccc(NC(=O)N2CCCC2C(=O)NC2CCCC2)cc1 (stereo not given)	-7	-3	1.9	x	-3	2	x	-1	0	-4
O=C(COC(=O)c1ccccc1Br)NCCC1=CCCCC1	-8	-12	-0.8	15	4	16	-15	-2	-2	1
Cc1cc(=O)[nH]c2cc(O)ccc12	-10	-3	1.5	42	-3	0	-42	-1	x	1
CSc1cccc(NC(=O)c2ccc(NC3=NC4CS(=O)(=O)CC4S3)cc2)c1 (stereo not given)	-12	-2	0.0	-8	2	x	7	-7	2	18
COc1ccccc1NS(=O)(=O)c1cccc(C(=O)OCC(=O)Nc2cc(C)on2)c1	-13	-5	0.0	-30	0	-5	30	-4	x	u
Cc1cccc(N/C=C(\[N+](=O)[O-])S(=O)(=O)c2ccccc2)c1C	-25	2	-3.2	23	2	11	-23	1	-1	-16
COc1ccc(CNC(=O)COC(=O)c2ccc(S(=O)(=O)NCc3ccco3)cc2)cc1	-11	-7	-2.9	-45	-4	-6	45	-7	4	2
Cc1cc2c(=O)n(CC(=O)NCC(=O)N3CCN(Cc4ccccc4)CC3)cnc2s1	-25	-5	-0.7	11	0	-10	-11	-3	x	-2
O=C(NCc1cccnc1)C1CCCN(Cc2cnn(-c3ccccc3)c2-n2cccc2)C1 (stereo not given)	26	-1	-2.8	-3	1	-4	3	-5	-2	-4
COc1ccc(C(C)(C)C)cc1NC(=O)C1=CC=CN2CCS(=O)(=O)N=C12	-9	6	0.4	15	-4	-7	-15	4	-3	9
N#CCN1C(=O)C2CCCN2c2ccc(S(=O)(=O)N3CCOCC3)cc21 (stereo not given)	-9	-3	-0.8	3	-1	-5	-3	-2	-2	-6

More compounds:
mol	PvdQ inh	dFosB act	CDK5 p35 inh	SR-BI DiI-HDL act	cardiac RTF act	MITF TRPM1 HTS	SR-BI DiI inh	HTR5A ag ctr	Wnt act	Rtt109 Vps75
COc1ccc(Cn2nnnc2CN2CCCCCC2)cc1	-12	-10	-0.1	10	5	-6	-10	0	-2	-3
COc1cc([N+](=O)[O-])ccc1NC(=O)c1cccc(NC(=O)C(C)C)c1	-11	-4	1.5	-27	-3	13	27	3	0	4
Cc1noc(C)c1C(=O)Nc1ccc2ccccc2c1	-9	4	0.1	-3	0	-5	3	-5	-1	-6
Cc1onc(-c2c(F)cccc2Cl)c1C(=O)Nc1ccc(S(=O)(=O)N2CCOCC2)cc1	-16	-10	0.1	1	-5	-5	-1	1	-3	-5
COc1ccc(NC(=O)CCNC(=O)N2CC(=O)Nc3ccccc32)c(OC)c1	-20	1	0.2	16	0	-1	-16	2	4	-4
COC(=O)c1cc(NC(=O)C2CC2)cc(C(=O)OC)c1	-5	-7	-1.4	-25	6	x	25	-5	-2	-4
COc1ccc(-c2nn3c(-c4ccc(F)cc4)nnc3s2)cc1	-7	-29	0.6	-42	3	x	42	-1	x	-2
CCOC(=O)N1CCN(c2c(N3CCN(C(=O)OCC)CC3)c(=O)c2=O)CC1	-5	1	-1.0	x	7	8	x	-4	16	-5
O=C(Cn1ccc2ccccc2c1=O)NCCC(=O)N1CCN(c2cccc(C(F)(F)F)c2)CC1	-1	-2	1.5	-30	0	x	30	-4	-4	8
O=C(N/N=C/c1c[nH]c2ccccc12)c1ccccc1Cl	-7	-14	1.1	7	-5	-5	-7	1	5	-3
CC(=O)c1cccc(NC(=O)CSc2nc(N3CCOCC3)nc(N3CCOCC3)n2)c1	-11	-9	-0.9	-57	0	-9	57	-1	1	6
Cc1ccc(C)c(COC(=O)CCN=C2NS(=O)(=O)c3ccccc32)c1	-14	-14	3.7	7	-1	-11	-7	6	-3	-2
Cc1c(Cc2ccccc2)c(=O)oc2cc(OCC(N)=O)ccc12	-9	-11	0.2	17	1	-1	-17	-2	0	-6
CCc1nc(SCC(=O)NCc2ccccc2)c2c(=O)n(C)c(=O)n(C)c2n1	-8	8	-0.8	-10	2	x	10	-3	0	-6
N#Cc1c(N)n(C2OC(CO)C(O)C2O)c2ncnc(N)c12 (stereo not given)	-13	-3	57*	23	-1	-70	-23	-5	-9	0
O=C(Nc1ccccn1)c1ccc([N+](=O)[O-])o1	-8	-1	-0.4	x	0	1	x	0	x	-8
CC(C)CN(CC(C)C)C(=O)CC(=O)NC(=O)c1ccc(Cl)cc1	-11	-1	-0.9	-24	1	-9	24	-4	x	6
NC(=O)C1CCN(C(=O)c2ccc3nc(N4CCCCC4)sc3c2)CC1	-2	1	-0.6	x	-2	46	x	1	1	-1
COc1ccccc1N1CCN(C2CCCN(C(=O)c3ccoc3C)C2)CC1 (stereo not given)	0	-5	-6.3	15	0	-10	-15	-1	0	-7
Cc1ccc(-n2cnnn2)c2cccnc12	-2	-6	-1.2	21	4	7	-21	8	x	x
